Screens: PubChem, National Center for Advancing Translational Sciences (NCATS)
PI4K2A block: PI4K2A (human) kinase inhibition; purified PI4K2A, ADP-Glo luminescence, 1 h; hits give low values; activity change, negative = inhibition, % at 76.9 µM; hit rate 0.13% among 420,000; AID 1346378; in the data active means activity change below about -50%;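 further: -100% = wells without enzyme as full effect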
Target sequence (Q9BTU6 whole entry, looked up): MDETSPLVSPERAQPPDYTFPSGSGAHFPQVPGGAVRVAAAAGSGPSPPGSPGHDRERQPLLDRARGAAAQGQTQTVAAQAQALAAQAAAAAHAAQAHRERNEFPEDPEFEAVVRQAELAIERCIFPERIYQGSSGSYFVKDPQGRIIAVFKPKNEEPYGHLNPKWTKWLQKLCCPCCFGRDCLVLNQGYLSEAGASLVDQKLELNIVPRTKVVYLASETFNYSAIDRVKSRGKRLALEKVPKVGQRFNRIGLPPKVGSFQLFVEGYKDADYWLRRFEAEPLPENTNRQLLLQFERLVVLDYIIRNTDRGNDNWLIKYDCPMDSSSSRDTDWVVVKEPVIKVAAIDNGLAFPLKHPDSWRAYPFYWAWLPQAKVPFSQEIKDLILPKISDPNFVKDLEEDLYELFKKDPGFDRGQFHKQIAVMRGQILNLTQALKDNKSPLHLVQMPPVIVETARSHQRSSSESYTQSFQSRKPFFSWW
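Compounds are screened against recombinant PI4K2A using PI as substrate and ATP, the latter dispensed at 300 microM. Reactions run one hour at ambient temperature before ADP-Glo detection; full inhibition defined by wells lacking enzyme.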
* marks the source's active call; other numbers are inactive results. This is a subset. The share of hits here may be higher or lower than overall.

No.	Molecule	PI4K2A block
1	COCC(=O)N(Cc1ccccc1)c1ccccc1C(=O)Nc1cc(OC)ccc1OC	-0.9
2	O=C(CCc1ccccc1)N[C@H]1C(=O)CCC[C@]12C(=O)N(Cc1ccccc1)c1ccccc12	3.0
3	COC(=O)[C@]12C[C@H](CC(=O)NCc3ccc(C)o3)C(=O)N(CCC3=CCCCC3)C1=C[C@H](C(C)C)O[C@@H]2C1CC1	4.1
4	O=C(NC1CCCCN(Cc2cccc(C(F)(F)F)c2)C1=O)c1ccccc1I (stereo not drawn)	2.8
5	COc1cc(NC(=O)C2CCCN(S(=O)(=O)c3cccc4cccnc34)C2)cc(OC)c1 (stereo not drawn)	0.0
6	C=CCN1C(=O)[C@@H](CC(=O)NCCCN2CCCC2=O)[C@]2(C(=O)OCC)CCCCC/C=C/12	-0.2
7	O=C(Nc1ccc(F)cc1)OCc1cn(Cc2cccc(C(F)(F)F)c2)nn1	-3.8
8	O=C(Nc1cccc(C(F)(F)F)c1)OC1CCC12CCC(c1ccccc1)CC2 (stereo not drawn)	-2.5
9	O=C(Nc1ccc(C(F)(F)F)cc1)OC1CC2CC1[C@H]1CCCCN1[C@H]2Cc1ccccc1 (stereo partly drawn)	-3.2
10	CCCCOCCCNC(=O)C[C@H]1C(=O)N(Cc2ccc(OC)cc2)C2=CCCCC[C@@]21C(=O)OC	1.0
11	CC(C)(C)OC(=O)N1CCC(N[C@@H](Cc2c[nH]c3ccccc23)C(=O)NCCc2c[nH]c3ccccc23)(C(=O)NC2CCCCC2)CC1	-5.8
12	O=C1CC(c2ccc3ccccc3c2)N=C2N(Cc3ccc4c(c3)OCO4)C/C(=C/c3ccccc3)N12 (stereo not drawn)	-0.2
13	CCOc1ccc(N(CC(=O)Nc2c(C)n(C)n(-c3ccccc3)c2=O)S(=O)(=O)c2ccc(C(C)(C)C)cc2)cc1	1.6
14	COC(=O)CSc1nnc(-c2ccc(NS(=O)(=O)c3ccc(Cl)s3)cc2)o1	9.7
15	FC(F)(F)c1cccc(N2CCN(C3=Nc4ccccc4Sc4ccccc43)CC2)c1	-3.8
16	COC(=O)[C@@]12CCCCC3=C1N(CCC3)C(=O)[C@H]2CC(=O)NCCC(C)C	-1.4
17	COc1ccc2c3c([nH]c2c1)[C@]1(CCNC=O)Nc2ccccc2C1=NCC3	-3.8
18	Cc1cc(C)nc(N2CCC(C(=O)N(C)CCc3ccccc3)CC2)n1	-0.9
19	Cc1ccc2c(c1)N(CCCC(=O)N(C)Cc1ccc(F)cc1)C(=O)CO2	-1.8
20	CCCCCCCCNS(=O)(=O)CC1NCc2ccc(C)cc21 (stereo not drawn)	1.8
21	O=C1CCC[C@H]2Cc3nc4cccc(Cl)c4cc3C[C@]23CCCN13	1.4
22	COc1ccc(-n2c(Cc3cccs3)nnc2SCC(=O)Nc2cccc3ccccc23)cc1	-4.1
23	O=C(NCCc1ccccc1)OCc1cn(Cc2ccccc2F)nn1	-2.8
24	Cc1ccc(S(=O)(=O)N2C=C(c3ccccc3)c3ccccc3-c3ccccc32)cc1	-4.3
25	O=c1c2ccccc2n(Cc2ccco2)n1[C@@H](Cc1ccccc1)Cn1cc(C2CCCC2)nn1	-3.3
26	COC(=O)[C@]12C[C@H](CC(=O)NCCC(C)C)C(=O)N(Cc3ccco3)C1=C[C@H](C(C)C)O[C@@H]2C1CC1	-0.4
27	O=C(COCc1ccccc1)N1CCC(Oc2cccnc2)CC1	-0.1
28	CCOc1ccc(-n2c(SCC(=O)Nc3cc(C)c(NC(=O)c4ccccc4)cc3OC)nnc2-c2cccc(Cl)c2)cc1	5.8
29	O=C(CSc1nnc(-c2ccco2)n1Cc1ccco1)c1ccc([N+](=O)[O-])cc1	-17.4
30	COC(=O)[C@]12C[C@H](CC(=O)NCCc3ccccc3OC)C(=O)N(CCc3ccc(OC)c(OC)c3)C1=C[C@H](C(C)(C)C)O[C@@H]2C	-0.7
31	O=C(Nc1nc2ncccn2c1-c1ccc(F)cc1)c1ccccc1	-5.5
32	CC(=O)Nc1nc2ncccn2c1-c1ccccc1	-3.5
33	CCC[C@H]1[C@@H](NC(=O)c2ccc(N(C)C)cc2)CC[C@@]23CCCN2C(=O)CCC[C@@H]13	0.2
34	COc1ccc(S[C@]2(C(=O)N3CCN(c4ncccn4)CC3)CC(=O)N(c3ccsc3)[C@@H]2c2ccc(OC)cc2)cc1	-3.1
35	C[C@H]1COc2cc(Br)ccc2S(=O)(=O)N1Cc1cn(Cc2ccccc2)nn1	-2.7
36	COCCCN1CCC2(CCC(c3ccccc3)CC2)C1=O (stereo not drawn)	-1.6
37	COc1ccc(S[C@]2(C(=O)N3CCN(c4ncccn4)CC3)CC(=O)N[C@@H]2c2ccc(OC)cc2)cc1	-5.4
38	CC(=O)N1CCCN(S(=O)(=O)c2ccc3c(c2)oc(=O)n3C)CC1	-4.4
39	C=C(C)CSc1nnc(-c2cc(-c3ccccc3)n[nH]2)n1N	6.2
40	O=C(Oc1coc(CSc2ncccn2)cc1=O)c1ccc([N+](=O)[O-])cc1	2.0
41	Fc1ccc(N2CCN(C3=Nc4ccccc4Sc4ccccc43)CC2)cc1	1.1
42	CN1N=C(C(N)=O)CCC1=O	3.2
43	COC(=O)[C@]12C[C@H](CC(=O)N3CCN(C(=O)C4CC4)CC3)C(=O)N(Cc3ccc(Cl)cc3Cl)C1=C[C@H](C(C)C)O[C@@H]2C1CC1	1.2
44	Cc1ccc(NC(=O)CCS(=O)(=O)c2ccccc2)cc1C	0.3
45	CC(C)(N[C@@H](Cc1c[nH]c2ccccc12)C(=O)NCCCc1ccccc1)C(=O)NCc1ccccc1	0.7
46	COC(=O)C[C@@H]1CC[C@@H]2[C@@H](COc3ccc(NC(=O)c4ccc(F)cc4)cc3C(=O)N2C)O1	-4.3
47	COc1cc2nc(Cl)nc(N)c2cc1OC	-3.7
48	Cc1ccc(OCCn2c(CCNC(=O)C3CCCCCC3)nc3ccccc32)cc1	-6.7
49	Cc1cc(NS(=O)(=O)c2ccc(NC(=O)CSc3nnc(-c4ccc(C(C)(C)C)cc4)n3Cc3ccco3)cc2)nc(C)n1	-6.1
50	Cc1ccc(-n2c(SCC(=O)C(C)(C)C)nnc2-c2cccc(C)c2)cc1	1.6
51	COC(=O)[C@]12C[C@H](CC(=O)N3CCSCC3)C(=O)N(Cc3cccc4ccccc34)C1=C[C@H](C(C)(C)C)O[C@@H]2C	-3.3
52	CC1CCN(c2ccc(C(=O)O)cc2NS(=O)(=O)c2ccc(F)cc2)CC1	3.4
53	C=CCN1[C@H](C)COc2cccc(N3CCCC3)c2S1(=O)=O	-0.9
54	CCOC(=O)C1(Cc2ccccc2)CCN(Cc2cn(C(C)=O)c3ccccc23)CC1	-4.2
55	Clc1ccc2nc(CNc3nc(N4CCOCC4)nc4c3ncn4-c3ccsc3)[nH]c2c1	-0.6
56	CCCCCCCC(=O)N[C@H]1CC[C@@]23CCCN2C(=O)CCC[C@H]3[C@H]1CCC	2.8
57	CCCCN(C)C(=O)CSc1nnc(-c2cccnc2)n1C1CCCCC1	-4.4
58	COCCCNC(=O)CN1C(=O)C2CCCCN2C(=O)c2ccccc21 (stereo not drawn)	2.1
59	Cc1ccccc1C(=O)NC1CCCCN(Cc2cccc(C(F)(F)F)c2)C1=O (stereo not drawn)	-2.8
60	Cc1cc(CCCOc2c(C)cc(-c3noc(C(F)(F)F)n3)cc2C)on1	-1.3

Quoted from the listing.
Cc1ccc(OCCn2c(CCNC(=O)C3CCCCCC3)nc3ccccc32)cc1 in PI4K2A block is listed with -6.7
CCOc1ccc(N(CC(=O)Nc2c(C)n(C)n(-c3ccccc3)c2=O)S(=O)(=O)c2ccc(C(C)(C)C)cc2)cc1 in PI4K2A block is listed with 1.6
O=C(Nc1ccc(F)cc1)OCc1cn(Cc2cccc(C(F)(F)F)c2)nn1 in PI4K2A block is listed with -3.8

(more compounds)
No.	Molecule	PI4K2A block
61	CC(=O)N1CCCN(C(=O)CN2C(=O)CC(C)(C)S(=O)(=O)c3ccccc32)CC1	-0.1
62	CCN(CC)C(=O)CC[C@@H]1CC[C@]2(CCCN(S(C)(=O)=O)C2)O1	1.6
63	N#CCC[C@@H]1CC[C@]2(CCCN(S(=O)(=O)c3ccccc3)C2)O1	1.1
64	COc1cccc(Cn2cc(COC(=O)NCCc3c[nH]c4ccccc34)nn2)c1	1.1
65	O=C1CC(N2CCOCC2)=NC(=O)N1c1ccc(Br)cc1	1.9
66	O=C(C1CCC1)n1ccc2ccc(-c3ccc4ccn(Cc5ccccc5)c4c3)cc21	5.3
67	COc1ccc(S[C@]2(C(=O)N(C)C)CC(=O)N(S(=O)(=O)c3ccc(F)cc3)[C@@H]2c2ccc(OC)cc2)cc1	-4.3
68	O=C(CN1CCCc2ccccc21)NCc1ccccc1F	-2.0
69	O=C(Nc1ccc(Cl)c(Cl)c1)C1CCN(c2ncccn2)CC1	-0.6
70	COc1cccc(N(C)C(=O)[C@@H](C)[C@@H](O)c2ccc3ccccc3c2)c1	-1.7
71	COc1ccc(C(=O)CSc2nnc(-c3ccccc3)n2-c2ccc(Cl)cc2)cc1	-6.3
72	CC1CCN(c2ccc(C(=O)O)cc2NS(=O)(=O)c2ccc(Cl)s2)CC1	-4.3
73	Cc1ccc(C2=CCN(C)C(=O)N2c2ccc([N+](=O)[O-])cc2)cc1	-2.1
74	C=CC[C@@H]1NN2C(=O)[C@@H](C)[C@@H]3c4ccccc4C=NN3[C@@H]2c2ccccc21	-1.6
75	O=C(Nc1nc2ncccn2c1-c1ccccc1)C1CC1	0.7
76	CCCC/C=C1/[C@@H](CC)N(Cc2ccc(OC)cc2OC)C2=N[C@H](c3ccccc3)CC(=O)N21	-3.6
77	CC(C)[C@H](NC(=O)OCc1ccccc1)C(=O)N[C@@H](Cc1ccccc1)C1(O)CN(C)C(C(=O)NCc2ccccn2)CO1 (stereo partly drawn)	-1.0
78	O=S1(=O)c2c(cccc2N2CCC[C@H]2CO)O[C@H]2CCN1C2	-2.4
79	COc1ccc(CN2C(=O)[C@@](O)(c3cccn3C)c3cc(Br)ccc32)cc1	5.9
80	O=C(C1CCCN(S(=O)(=O)c2ccccc2F)C1)N1CCN(Cc2ccccc2)CC1 (stereo not drawn)	7.0
81	O=C(NC1CCCC1)N1CCC(c2nc3ccc(Cl)cc3[nH]2)CC1	8.3
82	Cc1ccc(NC(=S)NNC(=O)CSc2nnc(-c3ccc(C)cc3)n2C2CCCCC2)cc1	3.4
83	CCOc1ccc(-c2cc(C(C)=O)c3n(c2=O)CCC3)cc1	-10.1
84	Cc1ccccc1NC(=O)N(C)[C@H]1C[C@H]2c3[nH]c4c(-c5ccc6c(c5)OCO6)cccc4c3CCN2C[C@H]1[C@H](C)O	-2.4
85	Cc1ccc(NC(=S)NNC(=O)CSc2nc3ccccc3c(=O)n2-c2ccc(Cl)cc2)cc1	1.5
86	COc1ccc(S[C@]2(C(=O)N3CCCC3)CC(=O)N(C(=O)CCc3ccccc3)[C@@H]2c2ccc(OC)cc2)cc1	-2.4
87	CC(C)N1CCCCC(NC(=O)c2ccc(F)cc2)C1=O (stereo not drawn)	-0.4
88	CN(C(=O)[C@@H]1CC=C[C@@H]2CCN(C3CCCCC3)C(=O)[C@@H]21)c1ccccc1	-0.5
89	CCN(C)C(=O)CNc1nnnn1-c1ccccc1	0.2
90	COC(=O)C[C@@H]1CC[C@H]2[C@@H](COc3ccc(NS(=O)(=O)c4ccccc4F)cc3C(=O)N2C)O1	-0.9

By substructure, the compounds so far with a COOH group (2)
No.	Molecule	PI4K2A block
52	CC1CCN(c2ccc(C(=O)O)cc2NS(=O)(=O)c2ccc(F)cc2)CC1	3.4
72	CC1CCN(c2ccc(C(=O)O)cc2NS(=O)(=O)c2ccc(Cl)s2)CC1	-4.3

Rewritten with values ahead of the structure: entries from further up
| no. | PI4K2A block | SMILES |
| --- | --- | --- |
| 58 | 2.1 | COCCCNC(=O)CN1C(=O)C2CCCCN2C(=O)c2ccccc21 (stereo not drawn) |
| 59 | -2.8 | Cc1ccccc1C(=O)NC1CCCCN(Cc2cccc(C(F)(F)F)c2)C1=O (stereo not drawn) |

(next part)
No.	Molecule	PI4K2A block
91	O=c1c2cc3cc(Cl)ccc3nc2ncn1CCc1ccc(O)cc1	3.6
92	Cc1cccc(-c2cccc3c4c([nH]c23)[C@@H]2C[C@H](N(C)C(=O)OCc3ccccc3)[C@H]([C@H](C)O)CN2CC4)c1	-2.6
93	CCn1c(Cc2cccs2)nnc1SCC(=O)Nc1ccccc1-c1ccccc1	0.3
94	CCC(c1ccc(OC)cc1)c1cn(C)c2ccccc12 (stereo not drawn)	-1.8
95	CCN(CC)C(=O)CC[C@H]1CC[C@]2(CCCN(Cc3ccccn3)C2)O1	-4.5
96	CCC1CCc2sc(C(=O)Nc3cc(S(=O)(=O)N4CCOCC4)ccc3OC)cc2C1 (stereo not drawn)	1.2
97	O=C1CCC[C@H]2[C@@H](Cc3ccccc3)[C@@H](O)CC[C@]23CCCN13	-1.5
98	COC(CNC(=O)[C@H](Cc1ccccc1)NC(C)(C)C(=O)NC1CCCCC1)OC	4.6
99	CCOC(=O)[C@@]12CCC3=C1N(CCC3)C(=O)[C@H](CC(=O)NCc1cccs1)C2	2.5
100	C[C@@H]1CN([C@@H](C)CN(C)C)C(=O)c2cc(NC(=O)Nc3ccccc3)ccc2O[C@@H](C)CCCCO[C@H]1CN(C)S(=O)(=O)c1ccc(F)cc1	7.5
101	CCn1c(SCC(=O)c2ccc(-c3ccccc3)cc2)nnc1-c1ccc(C(C)(C)C)cc1	7.2
102	Clc1ccc(-n2c(Cc3cccs3)nnc2SC/C=C/c2ccccc2)cc1	-0.5
103	Cc1nn(-c2ccccc2)c2sc(C(=O)NCCc3ccc(Cl)cc3)cc12	-2.2
104	CCCCNC(=O)NC1CCN(CC(=O)Nc2ccc3c(c2)OCCO3)CC1	0.5
105	O=C(Nc1cccc(C(F)(F)F)c1)OCCCN1CCC2(CCC(c3ccccc3)CC2)C1=O (stereo not drawn)	-6.2
106	Cc1cccc(NC(=O)Nc2ccccc2C(=O)N2CCCC2)c1	1.1
107	CCOC(=O)[C@]12CCCC3=C1N(CCC3)C(=O)[C@@H](CC(=O)NCCc1ccccc1OC)C2	-2.0
108	Cc1nn(-c2ccccc2)c(C)c1C=NNC(=O)CSc1nc2ccccc2n1C	1.9
109	C[C@H]1Cn2nncc2Cn2c3ccccc3c(=O)n21	1.5
110	O=C(NC1CCCCN(Cc2cccc(C(F)(F)F)c2)C1=O)c1cccc(F)c1 (stereo not drawn)	-6.6
